DAX1 inh-1 – DAX1 (NR0B1) inhibitors, primary screen, cell-based, HEK293, Gal4-DAX1, luciferase luminescence | inhibition, % at 6.75 µM | HEK293 Gal4-DAX1 luciferase reporter | AID 504766, 2011 | actives 0.99% (n = 340,000);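 active = inhibition above the mean over all tested compounds plus 3 SD, cut at about 4.2% in these data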;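 also: 0% = DAX1-transfected cells with DMSO and 100% = empty-vector control cells with DMSO; inhibition shows as a rise in luminescence from relieved DAX1 repression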
hgDAF-12 ag – H. glycines DAF-12 receptor agonists, primary screen, cell-based, luminescence, HEK293, GAL4 fusion, UAS-luciferase. Nuclear hormone receptor DAF-12 (Heterodera glycines), GAL4 fusion. HEK293 GAL4-hgDAF12 UAS-luciferase reporter, agonist luminescence; normalized to butyrate control. activation, % at 6.8 µM. actives 1.8% (n = 370,000). AID 687014, 2013;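 active = activation above a cutoff set at the mean of all screened compounds plus 3 SD, cut at about 10% in these data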;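 also: 0% = DMSO wells and 100% = sodium butyrate wells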
PLCb3 inh – human PLC-beta3 inhibitors, primary screen, biochemical, fluorescence; Purified PLC-beta3, fluorogenic substrate; inhibition, % at 12.2 µM; 1-phosphatidylinositol 4,5-bisphosphate phosphodiesterase beta-3 (Homo sapiens), Q01970; AID 720704, 2013; actives 0.18% (n = 370,000); in the data active = inhibition above about 11%;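 also: 0% = median of compound wells on plate and 100% = full blocker control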
Target sequence (Q01970 whole entry, looked up): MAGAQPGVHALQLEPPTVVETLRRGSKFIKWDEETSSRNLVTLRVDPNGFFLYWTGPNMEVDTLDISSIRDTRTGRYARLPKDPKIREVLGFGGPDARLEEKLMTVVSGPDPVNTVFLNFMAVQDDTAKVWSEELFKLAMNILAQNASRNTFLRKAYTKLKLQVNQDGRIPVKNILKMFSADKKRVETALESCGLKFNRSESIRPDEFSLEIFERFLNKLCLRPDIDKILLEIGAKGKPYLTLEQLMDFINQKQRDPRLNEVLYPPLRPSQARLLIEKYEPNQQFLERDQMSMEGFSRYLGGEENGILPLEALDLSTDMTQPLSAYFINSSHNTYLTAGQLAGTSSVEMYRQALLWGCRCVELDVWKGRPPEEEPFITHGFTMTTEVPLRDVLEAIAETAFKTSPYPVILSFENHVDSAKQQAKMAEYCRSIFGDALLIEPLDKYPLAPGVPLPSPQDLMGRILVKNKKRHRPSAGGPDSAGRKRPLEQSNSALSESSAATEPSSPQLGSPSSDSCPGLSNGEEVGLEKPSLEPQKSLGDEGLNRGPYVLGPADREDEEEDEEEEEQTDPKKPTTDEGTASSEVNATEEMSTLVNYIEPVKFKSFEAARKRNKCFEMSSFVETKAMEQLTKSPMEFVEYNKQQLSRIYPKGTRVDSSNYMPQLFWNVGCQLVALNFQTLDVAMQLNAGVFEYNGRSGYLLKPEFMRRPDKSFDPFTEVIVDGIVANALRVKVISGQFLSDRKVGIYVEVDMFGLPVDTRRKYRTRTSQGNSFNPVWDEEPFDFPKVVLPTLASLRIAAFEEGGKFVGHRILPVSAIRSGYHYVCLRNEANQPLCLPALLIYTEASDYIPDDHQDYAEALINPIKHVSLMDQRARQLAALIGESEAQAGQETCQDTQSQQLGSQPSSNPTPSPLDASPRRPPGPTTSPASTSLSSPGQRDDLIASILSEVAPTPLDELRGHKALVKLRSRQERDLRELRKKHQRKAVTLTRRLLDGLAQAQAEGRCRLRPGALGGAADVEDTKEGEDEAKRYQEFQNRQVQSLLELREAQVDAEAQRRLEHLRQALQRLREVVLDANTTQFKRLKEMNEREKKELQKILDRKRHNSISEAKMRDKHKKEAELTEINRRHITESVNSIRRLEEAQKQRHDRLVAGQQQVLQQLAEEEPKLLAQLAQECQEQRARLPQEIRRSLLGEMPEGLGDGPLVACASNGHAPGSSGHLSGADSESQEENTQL
FXN GAA850 act – FXN promoter activators, primary screen, cell-based, luciferase luminescence, HEK293 lucGAA850; HEK293 lucGAA850 FXN promoter luciferase reporter, 24 h; percent of 10 µM SAHA response; activation, % at 6 µM; actives 0.56% (n = 360,000); AID 540364, 2011;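 active = activation above the average of all compounds screened plus 3 SD, cutoff fixed separately per campaign, cut at about 7.5% in these data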;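 also: 0% = DMSO wells and 100% = 10 µM SAHA wells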
PG9 Ab binder – binders of HIV-1 gp120 antibody PG9, primary screen, biochemical, TR-FRET. TR-FRET gp120-PG9 antibody binding. actives 0.43% (n = 360,000). inhibition, % at 6.7 µM. HIV-1 gp120 / PG9 antibody interaction; in the data active = inhibition above about 8.5%
ssDAF-12 act – S. stercoralis DAF-12 nuclear receptor activators, primary screen, cell-based, luminescence, HEK293, GRIP1 co-expression, lit1-tk-luc; Nuclear hormone receptor DAF-12 (Strongyloides stercoralis); HEK293 ssDAF-12/GRIP1 lit1-tk-luc reporter; % of 3 µM dafachronic acid response; activation, % at 6.8 µM; actives 1% (n = 370,000); AID 652126, 2013;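 active = activation above the mean over all tested compounds plus 3 SD, cut at about 0.9% in these data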;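 also: 0% = DMSO-only wells and 100% = 3 µM delta7-dafachronic acid wells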
SMARCA2 act – SMARCA2 (BRM) function activators, primary screen, cell-based, luminescence, high throughput. MG213 cells, MMTV-luciferase reporter, dexamethasone, overnight. activation, % at 9.1 µM. actives 1% (n = 370,000). AID 652017, 2013; in the data active = activation above about 7.8%;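 also: 0% = vehicle wells and 100% = reference activator wells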
NR1D1 modulator – modulators of Rev-erb alpha DNA binding, primary screen, biochemical, FITC-DNA, fluorescence polarization, uHTS; Nuclear receptor subfamily 1 group D member 1 (Homo sapiens), P20393; Rev-erbα–FITC-DNA binding, 90 min; activity, % at 10 µM; actives 0.79% (n = 370,000); AID 1259318, 2017;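 active = activity above about 14%, limit read from the data; passing the limit was not always enough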;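 also: 0% = DMSO wells with 35 nM protein and 100% = DMSO wells with 750 nM protein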
HGIII-sPLA2 inh – human group III sPLA2 inhibitors, primary screen, biochemical, QFRET, BODIPY PC-A2 liposome substrate | QFRET BODIPY PC-A2 liposome hydrolysis, fluorescence | inhibition, % at 12.2 µM | actives 0.56% (n = 370,000) | AID 743126, 2013;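 active = inhibition above mean plus 3 SD of compounds lying within the high and low control bounds, cut at about 19% in these data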;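 also: 0% = median of test compound wells and 100% = no enzyme DMSO wells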
DAX1 inh-2 – DAX1 (NR0B1) inhibitors on StAR promoter, primary screen, cell-based, luminescence, SF-1 (NR5A1), full-length DAX-1; HEK293T StAR-luciferase reporter, SF-1/DAX-1 repression relief; inhibition, % at 6.8 µM; actives 1.1% (n = 370,000); AID 652010, 2013;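 active = inhibition above the mean over all tested compounds plus 3 SD, cut at about 3.6% in these data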;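 also: 0% = DAX-1 cells with DMSO and 100% = cells lacking DAX-1 with DMSO; higher inhibition means more luminescence from relief of DAX-1 repression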
hcDAF-12 act – H. contortus DAF-12 nuclear receptor activators, primary screen, cell-based, luminescence, HEK293, lit1-tk-luc reporter | HEK293 hcDAF-12 lit1-tk-luc reporter; 0% DMSO, 100% Δ7-dafachronic acid | activation, % at 6.8 µM | actives 1.4% (n = 370,000) | AID 652067, 2013;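 active = activation above the mean of all tested compounds plus 3 SD, cut at about 5.5% in these data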;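 also: 100% = response to 3 µM Δ7-dafachronic acid high control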
Active calls of the source: *; . = no result given. Rows were taken by chance; overall some 7% were active at least once.

SMILES	DAX1 inh-1	hgDAF-12 ag	PLCb3 inh	FXN GAA850 act	PG9 Ab binder	ssDAF-12 act	SMARCA2 act	NR1D1 modulator	HGIII-sPLA2 inh	DAX1 inh-2	hcDAF-12 act
Cn1c(CNC(=O)CNC(=O)c2cccc(F)c2)cc(=O)n(C)c1=O	0.8	-1.8	5	-0.5	-2.7	-1.4	-2	-2	2	0.0	0.1
CCCNC(=O)COC(=O)c1cc(SC)ccc1Cl	-0.5	-1.0	-9	4.4	-1.2	-1.2	-2	-2	8	-0.7	-1.3
O=C1c2ccccc2-c2nnc(-c3ccccc3)cc21	0.8	7.7	2	0.9	-1.2	1.8*	7	-10	1	2.9	7.6*
COCCCN1CC23C=CC(O2)C(C(=O)OC)C3C1=O (stereo unspecified)	2.0	-1.4	2	1.2	-0.5	-1.4	-1	5	-1	0.6	0.4
O=C(CNc1cccc(F)c1)N1CCc2ccccc2C1	2.7	9.6	-3	5.8	1.1	-0.2	5	1	-1	0.5	0.4
CN(C(=O)CSc1nnc(-c2ccc(Cl)cc2)n1C)C1CCS(=O)(=O)C1 (stereo unspecified)	0.4	-0.7	-5	-0.4	-0.3	-1.3	-3	-4	12	-0.5	-0.2
COc1ccccc1NS(=O)(=O)c1cc(NC(=O)CCNC(C)=O)ccc1N1CCCCC1	-0.3	-2.3	-2	-0.7	1.4	-1.3	1	8	-20	1.0	-2.0
CC(Oc1ccc(Br)cc1)C(=O)Nc1ccc(S(=O)(=O)NC2=NCCCCC2)cc1 (stereo unspecified)	-1.9	-1.4	-4	-2.1	-1.6	-1.1	-5	7	-19	-0.6	1.0
COc1ccc(NC(=O)COC(=O)C23CCC(=O)N2c2ccccc2S3)cc1 (stereo unspecified)	0.8	-0.8	4	2.1	0.4	-1.5	3	-10	4	-0.5	-0.5
C/C(=N\NC(=O)CSc1nc2ccccc2s1)c1cccnc1	-1.8	0.4	4	1.5	0.1	-1.9	-2	-3	-16	-0.5	0.7
Cc1cc(C)cc(S(=O)(=O)c2cn(C)c3cc(N4CCN(C)CC4)c(F)cc3c2=O)c1	0.6	1.1	-16	-0.5	-1.5	-1.0	-3	-3	2	-0.9	4.5
Cc1ccc(S(=O)(=O)N2CCN(C(=O)c3n[nH]c(=O)c4ccccc34)CC2)cc1	0.6	-0.5	2	-2.4	-0.9	-0.7	0	-1	-3	-0.4	-1.9
Cc1cc(C)nc(SCC(=O)OCC(=O)Nc2ccccc2)n1	-0.3	-1.0	-6	-0.2	2.5	-0.1	-3	3	4	-0.1	2.6
CN(C)CCSc1nc(O)c(-c2ccccc2)c(=O)n1-c1ccccc1	2.3	0.4	-7	0.2	-2.4	-1.3	0	-3	-1	0.4	0.2
COc1cccc(NC(=O)CN(C)C(=O)COc2ccccc2Cc2ccccc2)c1	-0.7	-0.2	-9	0.1	1.8	-1.4	-4	6	-27	-1.8	-1.6

Continued; it opens with the 3 that closed the last part.
SMILES	DAX1 inh-1	hgDAF-12 ag	PLCb3 inh	FXN GAA850 act	PG9 Ab binder	ssDAF-12 act	SMARCA2 act	NR1D1 modulator	HGIII-sPLA2 inh	DAX1 inh-2	hcDAF-12 act
Cc1cc(C)nc(SCC(=O)OCC(=O)Nc2ccccc2)n1	-0.3	-1.0	-6	-0.2	2.5	-0.1	-3	3	4	-0.1	2.6
CN(C)CCSc1nc(O)c(-c2ccccc2)c(=O)n1-c1ccccc1	2.3	0.4	-7	0.2	-2.4	-1.3	0	-3	-1	0.4	0.2
COc1cccc(NC(=O)CN(C)C(=O)COc2ccccc2Cc2ccccc2)c1	-0.7	-0.2	-9	0.1	1.8	-1.4	-4	6	-27	-1.8	-1.6
CCC(C(=O)OC(C)C(=O)Nc1ccc(Cl)cn1)c1ccccc1 (stereo unspecified)	0.1	-1.8	-6	2.8	-2.0	-0.7	-3	0	3	-0.2	-1.1
CCN(C(=O)CSc1nnc(-c2ccccc2Br)o1)C1CCS(=O)(=O)C1 (stereo unspecified)	-3.0	-3.1	0	2.6	-1.6	-1.4	3	-6	4	0.5	-0.1
Cc1ccc(C(=O)NCC(=O)NCCc2ccc(S(N)(=O)=O)cc2)s1	-0.9	3.3	-5	-0.3	-0.1	-1.8	-3	-5	-1	0.2	-0.6
CCN(CC)c1ccc(/C=N/N2C(=O)c3ccccc3C2=O)cc1	-0.6	-0.3	-5	2.3	-0.9	-1.2	-1	1	6	-0.7	-0.6
CCC(=O)Nc1ccc(Cl)c(-c2nc3ncccc3o2)c1	-2.7	2.2	-9	1.2	-1.4	-0.7	-3	5	-4	-0.5	-3.3
O=c1sc2ccccc2c(=O)n1Cc1ccccc1F	-0.6	1.8	2	1.5	-0.7	-0.2	3	13	-2	-0.7	-1.0
CCC1(c2ccc(F)cc2)NC(=O)N(CC(=O)NCc2ccc(F)cc2)C1=O (stereo unspecified)	0.9	-2.7	-4	3.5	-1.1	-1.5	-4	-6	8	0.1	-0.7
CCc1ccc(CCC(=O)Nc2ccc(C)cc2C)o1	-0.7	1.0	-2	-0.4	2.7	-1.3	-2	-4	-7	-0.4	-0.7
CC(=O)c1c(C)[nH]c(C(=O)CSc2nnc(N)s2)c1C	4.1	1.6	4	0.2	-2.8	0.0	1	1	-11	-0.5	-1.0
CCN1c2ccccc2-c2nc3ccccc3n2C1c1cccnc1 (stereo unspecified)	-1.1	-2.8	-280	0.4	-1.2	-0.9	-3	0	3	0.1	0.0
O=C(CCN=C1NS(=O)(=O)c2ccccc21)OCC(=O)c1ccc(F)cc1	-0.7	1.2	-6	1.0	-0.4	-0.4	0	-2	4	2.0	-0.9
C[C@@H]1CN([C@@H](C)CO)C(=O)CCCn2cc(nn2)CO[C@H]1CN(C)C(=O)Oc1ccccc1	0.6	-0.9	-2	0.7	0.6	-0.7	-4	0	5	-1.0	-0.9
CCN(CC)c1ccc(C=O)c(OC)c1	-1.4	-3.4	-3	1.0	-1.1	-1.6	-1	-5	2	-0.4	-1.0
COc1ccc2cc(CNCCOCCOCCNCc3ccc4cc(OC)ccc4c3)ccc2c1	0.2	-0.3	-3	-0.8	0.0	-1.4	-9	3	-8	1.0	-0.8
O=C(O)[C@H](Cc1ccccc1)NC(=O)N1CCN(c2cccc(C(F)(F)F)c2)CC1	2.6	-3.3	-3	2.2	-2.8	-2.0	4	1	-5	1.1	-1.8
CC1CCCCC12NC(=O)N(CC(=O)c1ccc(Cl)s1)C2=O (stereo unspecified)	0.6	1.2	-8	-1.2	1.8	0.6	-2	-1	-2	-0.3	-1.1
CC(C)(O)C(=O)NNC(=S)NCc1ccco1	0.1	-4.9	-8	-0.9	-2.6	-2.1	-1	3	-4	0.1	0.9
COc1ccc2c(CN(Cc3ccccc3)Cc3ccccc3)cc(=O)oc2c1	.	1.5	-45	.	-1.2	-1.1	2	-2	-8	-0.7	-1.3
CC(/C=C/c1ccc(Cl)o1)=C\C(=O)O	-0.5	0.4	-10	3.4	-3.0	-1.0	1	5	-2	0.2	-0.2
CCOC(=O)NCN1C(=O)C2C3C=CC(C3)C2C1=O (stereo unspecified)	-0.1	-2.4	-2	1.6	0.3	-1.2	-1	-6	2	-0.3	-1.2
CC(C)(C)c1ccc(OCCNCc2ccccc2)cc1	0.1	-0.7	3	3.4	-2.3	-1.2	2	4	-6	0.4	-1.6
CC(=O)N(c1nc(/C=C\C(=O)O)cs1)c1ccccc1F	2.5	-2.6	-8	1.5	-1.6	0.0	-2	4	6	0.2	0.2
Cc1ccccc1N(C(=O)CCC(=O)Nc1ccccn1)C(C(=O)NC(C)C)c1ccc(F)cc1 (stereo unspecified)	-0.9	-1.2	5	2.2	-1.1	0.2	-2	3	-3	-0.3	1.4
CCCCn1c(N)c(N(C)C(=O)c2cn(-c3ccccc3)nc2-c2ccccc2)c(=O)[nH]c1=O	-0.9	4.7	-3	-0.4	1.1	-1.4	-2	0	-3	-0.9	-1.8
O=C(Cn1nc(-c2ccco2)ccc1=O)Nc1cc(C(F)(F)F)ccc1Cl	0.9	-0.9	-277	0.5	0.6	-1.0	-2	0	5	-0.9	-0.8
CCOc1ccc(/C=N/OC(C)C(=O)NCc2ccc3c(c2)OCO3)cc1 (stereo unspecified)	1.7	-0.7	-6	2.1	-2.8	-1.7	-3	-2	-4	-1.8	-1.7
CCN(CC)C(=O)CSC(Nc1cccc(F)c1)=C(C#N)C#N	.	0.1	-69	0.9	1.0	-1.6	1	-6	-16	-0.1	1.4
Cc1cccc(N2CCN(c3ccc4cc(S(=O)(=O)N5CCCCC5)ccc4n3)CC2C)c1 (stereo unspecified)	0.0	-0.1	-8	0.2	0.0	-1.2	-1	78*	8	-0.5	-0.4
CC1(C)CC(NC(=O)c2ccccc2F)CC(C)(C)N1	-0.4	0.4	-2	0.2	-0.6	-0.8	-1	3	1	-0.1	-0.7
O=C(O)C1=C[C@H](c2csc3ccccc23)C[C@H](OCc2ccc(CO)cc2)O1	2.0	1.2	-44	-0.5	-1.3	-1.3	0	-1	-6	-0.1	0.0
[O-]/C(=C(\C(=S)NCc1ccco1)[n+]1ccccc1)c1ccccc1Br	-1.3	3.2	-9	1.0	0.4	-1.3	-2	4	6	0.5	-1.3
CCOc1cc(CNCCCN2CCOCC2)cc(Br)c1OCc1ccccc1Cl	-1.8	0.7	-8	-0.9	4.5	-2.1	-4	1	-6	0.5	1.0
Cc1cc(C)c(OCC(=O)N(C)CC(=O)Nc2ccc(N3CCOCC3)cc2)c(C)c1	0.1	-3.1	-15	-2.4	-0.1	-1.2	-2	-3	1	1.9	2.9
CNc1ccc(/C=C/C(=O)c2ccc(C)cc2)cc1[N+](=O)[O-]	-0.8	-2.8	2	3.1	-1.8	-1.7	-1	-3	4	0.4	-3.0
COc1ccc(C(=O)C(OC(=O)c2ccccc2Cl)c2ccccc2)cc1 (stereo unspecified)	1.2	10	1	6.9	1.4	-1.4	7	-2	-24	1.6	0.8
N#Cc1cc(-c2cccc(Cl)c2)c[nH]c1=O	-0.2	0.6	-10	2.9	1.8	-0.5	4	2	-14	-0.1	-1.3
COc1cccc(NC(=O)C(C)N2C(=O)c3ccccc3C2=O)c1 (stereo unspecified)	0.9	2.1	-3	-0.7	1.4	-0.9	-1	-4	0	0.2	-1.2

Bioassay records: PubChem, several laboratories
